PI4K2A inh = qHTS for small molecular inhibitors of PI4K2A | purified PI4K2A, ADP-Glo luminescence, 1 h; stronger effect = lower value | Phosphatidylinositol 4-kinase type 2-alpha (Homo sapiens), Q9BTU6 | activity change, negative = inhibition, % at 76.9 µM | hit rate 0.13% among 420,000; in the data active = activity change below about -50%; inconclusive = mostly about -30% to -49%;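 note: -100% = wells without enzyme as full effect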
Target sequence (Q9BTU6 whole entry, looked up): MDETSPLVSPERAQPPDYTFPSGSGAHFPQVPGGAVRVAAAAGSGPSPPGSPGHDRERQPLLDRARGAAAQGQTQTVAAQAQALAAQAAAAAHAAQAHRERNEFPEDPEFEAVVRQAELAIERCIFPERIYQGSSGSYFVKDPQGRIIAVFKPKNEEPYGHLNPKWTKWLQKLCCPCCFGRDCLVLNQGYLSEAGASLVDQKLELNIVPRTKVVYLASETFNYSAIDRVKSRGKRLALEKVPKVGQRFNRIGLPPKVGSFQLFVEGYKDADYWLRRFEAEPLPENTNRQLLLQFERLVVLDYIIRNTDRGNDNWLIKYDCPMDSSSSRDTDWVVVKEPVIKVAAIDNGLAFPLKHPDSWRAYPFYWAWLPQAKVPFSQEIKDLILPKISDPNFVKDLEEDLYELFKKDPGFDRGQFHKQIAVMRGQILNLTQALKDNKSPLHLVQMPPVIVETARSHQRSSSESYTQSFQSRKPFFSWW
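ADP-Glo luminescence measured ADP generated by PI4K2A enzyme (4 ug/mL before mixing) with 1.2 mM PI substrate (pre-mix) and 300 microM ATP (pre-mix). Tris pH7.5 buffer with MgCl2, Triton X-100; 1 h reaction at ambient temperature.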
HP1b binding inh = HTS for Inhibitors of HP1-beta Chromodomain Interactions with Methylated Histone Tails. hit rate 0.56% among 390,000. Potency, µM (top dose mostly 114 µM), without a hit: at the top dose activity change, negative = inhibition, actives largely listed as inhibitors. AlphaScreen HP1-beta / biotin-H3K9me3 peptide binding. Chromobox protein homolog 1 (Homo sapiens), P83916; note: potency is the fitted concentration of half-maximal effect; nearly all actives have a fitted effect of over 70% in size; inactives centre near 23
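Compound inhibition of the preformed complex between 50 nM HP1-beta and 50 nM biotinylated H3K9me3 peptide was read by AlphaScreen. Buffer was PBS pH 7.4 with 0.01% Tween-20. Incubations ran 30 min at room temperature, with 10 ug/mL donor/acceptor beads.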
ALOX12 inh = Primary qHTS assay for inhibitors of human arachidonate 12S-lipoxygenase (ALOX12): Round 2. hit rate 1.1% among 580,000. Polyunsaturated fatty acid lipoxygenase ALOX12 (Homo sapiens), P18054. purified 12hLO, xylenol orange hydroperoxide absorbance. Potency, µM (highest dose often 108 µM), without a hit: top-dose activity change, negative = inhibition, hits mostly inhibitors. AID 1671190, 2021; note: potency is the fitted concentration of half-maximal effect; % is set by controls: 0 for no effect and ±100 for the full control effect
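Purified human 12hLO at 150 nM in 25 mM Hepes, 0.01% Triton X-100, pH 7.0, preincubated 15 min at room temperature with compound. Reaction started with 40 uM arachidonic acid, 30 min at room temperature. Hydroperoxide measured by Fe-xylenol orange, 573/405 nm absorbance ratio.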
GLS inh = qHTS for Inhibitors of Glutaminase (GLS). GLS enzymatic activity, qHTS titration. AID 624170, 2012. hit rate 0.21% among 410,000. Potency, µM (titrated, usually from 45.5 µM), without a hit: at the top dose activity change, negative = inhibition, actives largely listed as inhibitors; note: potency is the fitted concentration of half-maximal effect; % is set by controls: 0 for no effect and ±100 for the full control effect
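Assay buffer: 45 mM KH2PO4 pH 8.2, 0.02% Tween-20. hKGA acts on L-glutamine (1 mM solution added); product glutamate is reported by an oxidase/peroxidase Amplex Red coupling, with fluorescence taken at baseline and 30 min.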
BAZ2B inh = qHTS Assay for Inhibitors of BAZ2B; AlphaScreen BAZ2B-H3K14Ac peptide displacement; Potency, µM (highest dose often 114 µM), without a hit: at the top dose activity change, negative = inhibition, most hits filed as inhibitors; hit rate 4.4% among 360,000; note: potency is the fitted concentration of half-maximal effect; % is set by controls: 0 for no effect and ±100 for the full control effect; nearly all actives have a fitted effect of over 60% in size
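Inhibition is scored as reduced AlphaScreen emission. The BAZ2B/b-H3(5-23)K14Ac complex (50 nM each) in PBS pH 7.4, 0.01% Tween-20 meets compound (up to 110 uM) for 30 min at RT before bead addition.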
G9a block = qHTS Assay for Inhibitors of Histone Lysine Methyltransferase G9a; Histone-lysine N-methyltransferase EHMT2 (Homo sapiens), Q96KQ7; G9a H3K9 monomethylation, AlphaScreen, 2 h; AID 504332, 2011; Potency, µM (top dose mostly 102 µM), without a hit: at the top dose activity, negative = inhibition, actives largely listed as inhibitors; hit rate 8.8% among 350,000; note: potency is the fitted concentration of half-maximal effect; % is set by controls: 0 for no effect and ±100 for the full control effect; nearly all actives have a fitted effect of over 75% in size
Target sequence (Q96KQ7 913-1193 limits assumed): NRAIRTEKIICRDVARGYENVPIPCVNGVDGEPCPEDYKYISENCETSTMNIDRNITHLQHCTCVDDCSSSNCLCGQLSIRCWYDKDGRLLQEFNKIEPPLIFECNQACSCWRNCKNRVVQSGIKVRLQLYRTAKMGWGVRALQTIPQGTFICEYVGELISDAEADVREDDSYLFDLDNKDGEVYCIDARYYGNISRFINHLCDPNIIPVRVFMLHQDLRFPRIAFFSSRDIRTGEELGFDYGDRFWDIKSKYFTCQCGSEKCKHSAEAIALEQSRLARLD
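AlphaScreen read-out: biotin-H3K9 peptide (500 nM) methylation by 20 nM enzyme with 20 uM SAM, 2 h at room temperature after 15 min compound preincubation; anti-monomethyl H3K9 antibody plus donor/acceptor beads, 10 min dark.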
ERG Ets-DNA blk = qHTS for Small Molecule Inhibitors of the ERG Ets/DNA interaction | Transcriptional regulator ERG (Homo sapiens), P11308 | fluorescence polarization, His-ERG Ets domain / labelled DNA | Potency, µM (doses to about 76.9 µM), for inactives: top-dose FP activity, negative = inhibition, most hits filed as inhibitors | hit rate 0.028% among 370,000 | AID 624246, 2012; active = well fitted inhibition curve with a large enough effect in the polarisation, with a control signal flat; inconclusive = small, poorly fitted or top-dose-only effect, or effect the other way, or a change in a side signal; inactive = no such curve, though single readings can be large or run the other way; the % refers to the polarisation;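 note: polarization taken with two DNA probes labelled with fluorescein and Texas red; potency is the fitted concentration of half-maximal effect; % of control where 0% means no effect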
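His-tagged ERG Ets domain (1 uM in the protein solution; 300mM KCl, 50mM Tris-HCl, 1mM EDTA, 1mM DTT, pH 7.5) received compound, then a probe mix of 5 nM fluorescein-DNA and 100nM Texas-615-DNA. Fluorescence polarization was read for both dyes.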
RGS4 inhibitor = Inhibitors of Regulator of G Protein Signaling (RGS) 4: qHTS; Regulator of G-protein signaling 4 (Homo sapiens), P49798; Transcreener GDP fluorescence polarization, RGS4-accelerated GTP hydrolysis; Potency, µM (series often up to 114 µM), inactives show at the top dose activity change, negative = inhibition, hits mostly inhibitors; hit rate 0.039% among 390,000; note: potency is the fitted concentration of half-maximal effect; % is set by controls: 0 for no effect and ±100 for the full control effect; nearly all actives have a fitted effect of over 75% in size; some results filed as inactive show a strong effect at the top dose
Target sequence (P49798 whole entry, looked up): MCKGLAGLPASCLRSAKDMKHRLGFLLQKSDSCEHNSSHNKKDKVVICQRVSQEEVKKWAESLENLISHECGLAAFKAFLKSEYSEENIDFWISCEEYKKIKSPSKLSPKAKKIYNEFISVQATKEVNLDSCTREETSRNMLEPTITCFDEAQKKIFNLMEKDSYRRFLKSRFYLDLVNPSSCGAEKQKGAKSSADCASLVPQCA
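MLSMR compounds (23 nl, pin-transferred) preincubated 10 min at room temperature with a 500nM (2x) first reagent, then RGS4 at 900nM (2x) plus Transcreener GDP mix added; fluorescence polarization (620/688 nm) read before and after 90 min at 30 °C.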
JMJD2A Tudor = qHTS Assay for Inhibitors of JMJD2A-Tudor Domain | AlphaScreen JMJD2A-Tudor / H3K4me3 peptide binding | Lysine-specific demethylase 4A (Homo sapiens), O75164 | Potency, µM (doses to about 114 µM), for the others: at the highest dose activity change, negative = inhibition, actives largely listed as inhibitors | hit rate 4.4% among 390,000; note: potency is the fitted concentration of half-maximal effect; % is set by controls: 0 for no effect and ±100 for the full control effect; nearly all actives have a fitted effect of over 50% in size
Numbers without * were called inactive; ? = inconclusive; . = not tested or not shown; [ ] = another dose, or the depositor's remark. Unless noted, calls come from the whole dose curve; as a rule, active = well fitted curve in the direction sought with a large enough effect; inconclusive = small, poorly fitted or top-dose-only effect, or another doubt; inactive = no such curve, though single readings can be large; an effect the other way counts as inactive or inconclusive. The list is partial; the hit share may differ from the screen's.

SMILES	PI4K2A inh	HP1b binding inh	ALOX12 inh	GLS inh	BAZ2B inh	G9a block	ERG Ets-DNA blk	RGS4 inhibitor	JMJD2A Tudor
CCCNC(=O)Nc1cccc(C(=O)OC)c1	5.0	19.6%	61.3%[activator]	2.9%	4.8%	-2.1%[59 µM]	5.1%	14.1%	-4.0%
COc1ccc(-c2c(C#N)c(SCC(N)=O)nc3c2CCCC3)cc1	1.9	36.5%	?	-0.7%	0.7%	12.4%[59 µM]	-0.7%	-12.7%[11.4 µM]	-6.9%[11.4 µM]
COc1cccc(CC(NC(C)=O)C(=O)NC2CCN(S(=O)(=O)c3ccc(F)cc3)CC2)c1OC (stereo unspecified)	2.9	18.5%	-5.0%	-1.6%	-15.2%	6.7%	8.2%	-20.1%	-7.7%
COc1ccccc1C(CNC(=O)c1ccc(NS(=O)(=O)c2ccc(F)c(C)c2)cc1)N1CCCC1 (stereo unspecified)	-4.8	12.9%	4.6%	7.2%	-6.9%	-1.7%[0.501 µM]	-2.2%	-17.3%	-15.2%
CC(NCc1cc(Br)ccc1OCC(N)=O)C12CC3CC(CC(C3)C1)C2 (stereo unspecified)	-3.4	29.8%	8.1%	0.4%	-7.0%	24.7%[0.501 µM]	2.3%	22.8%	-4.1%
O=C(CCSc1ccccc1)Nc1ccc(S(=O)(=O)N2CCOCC2)cc1	-9.1	49.4%[activator]	-22.8%	-1.1%	56.2µM*	-45.5%	9.3%	-3.7%	-23.8%
Cc1ccc(-c2[nH][nH]c(=O)c(=O)c2N=Nc2ccccc2)cc1	-2.5	?	-11.3%	21.6%	-30.0%	44.7µM*	9.9%	-44.9%[11.4 µM]	-14.0%[11.4 µM]
NC(=O)C1CCN(CC(=O)c2c[nH]c3ccc(F)cc23)CC1	7.6	7.2%	?	4.5%	-7.0%	?	-4.7%	-37.6%	-16.7%
Cc1onc(-c2ccccc2Cl)c1C(=O)NC(C)c1ccccc1 (stereo unspecified)	-2.4	27.1%	15.6%	-1.9%	7.9%	.	-7.7%	7.9%	5.0%
COc1ccc(Cc2nc3ccc(C(=O)N4C[C@@H](C)O[C@@H](C)C4)cc3o2)cc1OC	4.0	29.8%	-28.1%	-10.1%	-15.5%	-15.9%	-2.0%	6.9%	-9.0%
O=C(Nc1ccc2nc(SCc3ccccc3)sc2c1)c1cccc(F)c1	-0.6	52.8%[activator]	-15.0%	-5.7%	-7.4%	2.8%[59 µM]	-0.1%	-1.2%	5.3%
CCOC(=O)N1CCC(NC(=O)Cn2c3c(c(-c4ccccc4Cl)cc2=O)CCC3)CC1	1.2	8.5%	-12.6%	0.7%	6.1%	-7.9%[59 µM]	8.5%	-17.7%	-13.9%
CCOC(=O)c1cnc2ccc(OCC)cc2c1N1CCN(C)CC1	-17.6	2.4%	-7.7%	4.3%	-13.4%	-19.0%	8.0%	-35.6%	-15.8%
COC(=O)C(NC(=O)CSc1nc(N)cc(=O)[nH]1)c1ccccc1 (stereo unspecified)	-8.3	39.2%[activator]	-0.7%	-1.3%	-11.7%	-21.9%	2.6%	-21.5%	-1.4%
Cc1ccccc1C(=O)OCC(=O)NCC1COc2ccccc2O1 (stereo unspecified)	0.4	44.1%	-12.7%	1.2%	2.5%	-20.4%	.	1.6%	-4.3%
Cc1cc(NC(=O)CN2CCC(C)CC2)nc2c1c(=O)oc1ccccc12	5.5	24.0%	-19.6%	-5.8%	0.9%	5.0%[59 µM]	1.3%	11.1%	4.8%
CCC(C)NS(=O)(=O)c1ccc(S(=O)(=O)N2CCCC3(CCCCC3)C2)cc1 (stereo unspecified)	-2.7	7.0%	19.1%	3.6%	6.4%	?	7.3%	-1.4%	-17.7%
CCN1CCN(c2ccc(S(=O)(=O)N3CCCCC3)cc2NC(=O)COc2ccc(F)cc2Cl)CC1	4.5	-9.3%	?	-5.1%	?	?	-7.9%	13.7%	?
CCCCN(CC)CCNc1ncnc2onc(-c3ccc(Cl)cc3)c12	-5.3	26.5%	0.0%	0.5%	-18.2%	2.6%[59 µM]	-3.1%	-3.7%	-11.9%
Cc1ccc(C2C=C(c3ccc(Cl)cc3)Nc3nc(NS(=O)(=O)c4ccccc4)nn32)cc1 (stereo unspecified)	-5.5	52.5%[activator]	-16.6%	-18.7%	-1.2%	?	0.3%	8.4%	15.5%
N#Cc1ccc(-c2ccc(Cl)cc2)nc1Oc1ccc(F)cc1	0.2	49.2%	0.0%	-1.8%	7.8%	23.6%	-2.9%	-17.5%	1.5%
CN1CCN(C(=O)c2ccc(Cl)c(S(=O)(=O)N3CCCCCC3)c2)CC1	0.8	7.8%	0.0%	3.0%	-10.8%	-4.6%	8.8%	2.8%	-4.5%
Cc1oc2ncnc(N3CCCCC3)c2c1C(=O)N1CCN(c2ccc(Cl)cc2)CC1	-1.7	17.9%	-24.7%	4.8%	9.5%[57.1 µM]	-25.9%[59 µM]	1.6%	-14.1%	-5.5%
COc1ccc(/C=N/N2C(=O)C3C4C=CC(C4)C3C2=O)cc1[N+](=O)[O-] (stereo unspecified)	1.5	21.8%	5.2%	-0.4%	?	-24.4%	1.6%	15.9%	-12.6%
CN(C(=O)CN1C(=O)NC2(CCc3ccccc32)C1=O)C1CCCCC1 (stereo unspecified)	-3.7	9.7%	-11.4%	-0.7%	.	.	-7.2%	1.7%	-4.1%

Retrieved by compound from the entries so far, 2 records:
SMILES	PI4K2A inh	HP1b binding inh	ALOX12 inh	GLS inh	BAZ2B inh	G9a block	ERG Ets-DNA blk	RGS4 inhibitor	JMJD2A Tudor
CC(NCc1cc(Br)ccc1OCC(N)=O)C12CC3CC(CC(C3)C1)C2 (stereo unspecified)	-3.4	29.8%	8.1%	0.4%	-7.0%	24.7%[0.501 µM]	2.3%	22.8%	-4.1%
Cc1ccc(-c2[nH][nH]c(=O)c(=O)c2N=Nc2ccccc2)cc1	-2.5	?	-11.3%	21.6%	-30.0%	44.7µM*	9.9%	-44.9%[11.4 µM]	-14.0%[11.4 µM]

Later entries:
SMILES	PI4K2A inh	HP1b binding inh	ALOX12 inh	GLS inh	BAZ2B inh	G9a block	ERG Ets-DNA blk	RGS4 inhibitor	JMJD2A Tudor
Cc1cc(C)c(C(=O)COC(=O)Cn2nc(-c3ccccc3)oc2=O)cc1C	2.9	25.2%	179.4%[activator]	-10.1%	.	.	3.4%	-3.9%	7.5%
Cc1noc(/C=C/N(C)C)c1S(=O)(=O)N1CCCC(C(=O)NCc2cccs2)C1 (stereo unspecified)	-1.4	23.4%	16.1%	5.6%	19.2%	-31.1%	18.7%	-18.8%	-12.9%
CC/C(=N\NC(=O)c1ccc2c(c1)OCO2)C12CC3CC(CC(C3)C1)C2	-0.9	20.7%	0.0%	1.9%	1.1%	-10.8%[59 µM]	-0.9%	-7.1%	-35.9%
CC(C)Oc1ccc(C(=O)Nc2cccc(S(=O)(=O)N3CCCC3)c2)cc1	-6.5	53.9%[activator]	4.2%	-8.8%	.	.	5.4%	-37.4%	-9.0%
COc1ccc(N(C)S(=O)(=O)c2cccc(C(=O)OCC(=O)Nc3sc4c(c3C#N)CCCCC4)c2)cc1	3.6	-2.8%	-0.1%	2.0%	2.9%	20.5%[59 µM]	6.5%	16.0%	-20.0%
CCCCCCn1c(-c2ccco2)nc2oc3cc(OC)ccc3c(=O)c2c1=O	-2.6	35.0%	?	0.5%	-26.0%	20µM*	-3.2%	-25.1%	-18.7%
Cc1cc(Cl)ccc1-n1c(CCC(=O)O)ccc1-c1cccs1	-4.9	-14.0%	-25.4%	44.8%[activator]	44.7µM*	?	-5.3%	0.9%	?
CN(C)C=Nc1nonc1-c1ncn[nH]1	-1.2	10.4%	157.7%[activator]	0.2%	-10.0%	22.4µM*	-1.2%	-8.7%	2.51µM*
CCc1cc2ccc(C)cc2nc1SCC(=O)NC1CCCC1	-5.9	-8.3%	-3.5%	-0.2%	-4.1%	-10.3%	13.9%	25.0%	-2.1%
CNC(=O)CSc1nnc(-c2cccs2)o1	-0.6	33.0%	1.2%	34.4%[activator]	6.8%	12.7%[59 µM]	-0.1%	-8.9%	0.0%
CNC(=O)CN1C(=O)CSc2nc(C)cc(C)c21	0.0	20.7%	13.6%	-1.0%	9.6%	-24.6%	4.5%	-6.4%	-22.1%
Cn1c(=O)c2c(nc(Sc3ncnn3CC(=O)N3CCOCC3)n2C)n(C)c1=O	-0.4	23.3%	-11.3%	0.5%	-1.6%	.	-3.2%	1.7%	-5.4%
Cc1ccc(S(=O)(=O)N2CCN(C(=O)COC(=O)CCOc3cc(C)ccc3C)CC2)c(C)c1	3.4	28.4%	-5.4%	11.0%	.	.	-5.3%[15.4 µM]	-27.2%	-13.5%
